DT40 TDP1 CPT = DT40-hTDP1 cell growth loss with CPT | chicken DT40 Tdp1-/-;hTDP1 cells + 20 nM CPT, ATP luminescence, 48 h | Potency, µM (top dose mostly 46.2 µM), inactives show at the top dose activity change, negative = growth inhibition, hits mostly inhibitors | 420,000 compounds, 12% hits; also: nearly all actives have a fitted effect of over 55% in size
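Chicken DT40 Tdp1-/- cells complemented with human TDP1, 400 cells/well, exposed to compounds plus 20 nM camptothecin for at least 48 h at 37 C; viability read as ATP content by CellTiter-Glo luminescence.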
TDP1 cell noCPT = qHTS for Inhibitors of human tyrosyl-DNA phosphodiesterase 1 (TDP1): qHTS in cells in absence of CPT | AID 686978, 2013 | Potency, µM (highest dose often 46.2 µM), inactives show at the top dose activity change, negative = growth inhibition, most hits filed as inhibitors | 420,000 compounds, 15% hits | DT40 Tdp1-/- hTDP1 cells, no CPT, ATP luminescence, 48 h; also: nearly all actives have a fitted effect of over 55% in size
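Stably hTDP1-transfected Tdp1-null chicken DT40 cells were treated with library compounds minus camptothecin and grown for at least 48 hr at 37 °C, after which cellular ATP was quantified by luminescence.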
TDP1 block = blocks human tyrosyl-DNA phosphodiesterase 1; Potency, µM (highest dose often 130 µM), inactives show at the highest dose activity change, negative = inhibition, actives largely listed as inhibitors; Q9NUW8; AID 485290; recombinant TDP1, AlphaScreen DNA substrate cleavage; 350,000 compounds, 0.28% hits; also: nearly all actives have a fitted effect of over 40% in size
Target sequence (Q9NUW8 whole entry, looked up): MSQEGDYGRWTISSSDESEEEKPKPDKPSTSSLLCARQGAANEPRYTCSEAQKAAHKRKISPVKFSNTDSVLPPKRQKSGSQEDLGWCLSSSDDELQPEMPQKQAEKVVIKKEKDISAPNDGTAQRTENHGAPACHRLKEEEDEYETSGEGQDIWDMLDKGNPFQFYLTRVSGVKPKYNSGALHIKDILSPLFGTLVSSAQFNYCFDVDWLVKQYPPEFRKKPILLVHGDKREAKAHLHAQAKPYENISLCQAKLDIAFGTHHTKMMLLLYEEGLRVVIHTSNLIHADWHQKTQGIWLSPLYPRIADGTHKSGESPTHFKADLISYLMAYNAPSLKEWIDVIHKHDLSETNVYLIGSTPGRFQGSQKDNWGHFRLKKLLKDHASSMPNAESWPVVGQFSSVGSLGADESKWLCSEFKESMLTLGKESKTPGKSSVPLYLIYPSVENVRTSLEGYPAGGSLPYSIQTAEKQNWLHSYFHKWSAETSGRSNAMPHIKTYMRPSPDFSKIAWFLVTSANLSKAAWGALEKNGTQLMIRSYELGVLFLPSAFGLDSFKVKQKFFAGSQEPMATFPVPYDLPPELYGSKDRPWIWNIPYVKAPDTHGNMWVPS
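Signal: AlphaScreen proximity between streptavidin donor and anti-FITC acceptor beads on intact substrate. Reaction: Tdp1 1 nM, substrate 15 nM final, 5 min RT after 15 min compound preincubation.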
The depositor's hits bear a star; ? = inconclusive; nt = not tested or not shown; [ ] = another dose, or the depositor's remark. Calls follow the shape of the dose curve; as a rule, active = well fitted curve in the direction sought with a large enough effect; inconclusive = small, poorly fitted or top-dose-only effect, or another doubt; inactive = no such curve, though single readings can be large; an effect the other way counts as inactive or inconclusive. % is scaled to controls: 0 for no effect and ±100 for the full control effect; potency is read from the fitted curve at half-maximal effect.

SMILES | DT40 TDP1 CPT | TDP1 cell noCPT | TDP1 block
CC(=O)O[C@@H]1C[C@H]2C(C)=C[C@H]3OC(=O)[C@@H](C)[C@H]3C[C@H]2[C@]1(C)O | 20% | 3% | 4%
Cn1c(=O)c2c(nc(CN3CCN(C(=O)c4ccco4)CC3)n2CCCO)n(C)c1=O | 6% | -17% | 1%
O=C(c1ccccc1)c1c2c(cc3sc4ccccc4[n+]13)-c1cccc3cccc-2c13 | 4.6µM* | 2.3µM* | 5%
O=C(NCC(c1cccnc1)N1CCc2ccccc21)c1ccc(F)cc1 (stereo not given) | 23µM* | 18µM* | 3%
CCN(C(=O)C(C)OC(=O)C1C(C(=O)OC)=C(C)NC(C)=C1C(=O)OC)c1ccccc1 (stereo not given) | -7% | 18% | -5%
Cc1nc(-c2cccc(NC(=O)c3cc4cc(Br)ccc4oc3=O)c2)cs1 | ? | ? | 0%
COc1ccc(CCNC(=O)C2CCN(Cc3nc(-c4ccccc4C)oc3C)CC2)cc1OC | 23µM* | 16µM* | 5%
Cc1ccc(OCC(=O)Nc2ccc(C)c(F)c2)c([N+](=O)[O-])n1 | -11% | -21% | -4%
O=C(O)C(=O)/C(=C\c1ccc(Cl)cc1)c1ccc2ccccc2n1 | 8% | ? | 4%
COc1ccc(NC(=O)Nc2ccc(OC)c(OC)c2)c([N+](=O)[O-])c1 | -4% | 9% | 2%
CC(Sc1nnc(-c2cccnc2)o1)C(=O)NC1CCCCC1 (stereo not given) | -2% | 0% | 1%
Cc1cc2c(cc1[N+](=O)[O-])NC(CNC(C)C)CC2 (stereo not given) | -29% | ? | 2%
Cc1cc(=O)[nH]c(NN=Cc2cc(Br)ccc2O)n1 | 2.6µM* | 2.9µM* | nt
CCOc1nc(NC2CCCC2)nc(N2CCC(C)CC2)n1 | ? | ? | nt
Cc1ccc(C(C)C)cc1OCCN1CCCC1 | 32%[activator] | -3% | -6%
COc1ccc(/C=C2\SC(=S)NC2=O)cc1OS(=O)(=O)c1ccc(NC(C)=O)cc1 | ? | ? | 8%
CCOC(=O)CN1C(=O)N[C@@H](c2ccco2)C(C(=O)OC)=C1C | 3% | 8% | 9%[12.3 µM]
COC(=O)c1cn[nH]c1N | -2% | -6% | -2%
Cc1cnc(C(=O)Nc2ccc(N3CCN(C(=O)OC(C)(C)C)CC3)cc2)cn1 | 4.6µM* | 2.3µM* | 2%
CCN(CC)S(=O)(=O)c1ccc(C)c(NC(=S)Nc2cccc(S(=O)(=O)N3CCCCCC3)c2)c1 | ? | 23µM* | 1%

Additional records
SMILES | DT40 TDP1 CPT | TDP1 cell noCPT | TDP1 block
Cc1ccc(NC(=O)c2ccc(NC(=O)CCS(=O)(=O)c3cccs3)cc2)cc1F | -24% | ? | -1%
COc1ccc(Cl)cc1N(CC(=O)N/N=C/c1ccc(OCC(N)=O)cc1)S(C)(=O)=O | -2% | -9% | 5%
Cc1ccc(NC(=O)C(NS(=O)(=O)c2cccc3nsnc23)C(C)C)nc1 (stereo not given) | 4% | -11% | 1%
S=C1CCC(c2ccc(Cl)cc2)=NN1c1ccccc1 | 14% | -27% | 3%
CCOc1ccc(CN2CCNC(=O)C2CC(=O)N(C)Cc2nonc2C)cc1 (stereo not given) | -2% | -2% | 3%
CN(C)S(=O)(=O)c1cccc(NC(=O)COC(=O)CCSc2ccc(Cl)cc2)c1 | 18% | -16% | 4%
COc1ccc(C2=Nn3c(C)nnc3SC2)cc1 | ? | ? | 2%
COc1ccc(-n2cc(CNCCN3CCOC3=O)c(-c3ccccc3Cl)n2)cc1 | ? | -16% | nt
COc1cc(Cl)cc(/C=N/NC(N)=O)c1O | -3% | -13% | 5%
COC(=O)Cn1cc(/C=N/NC(=O)c2ccc(C#N)cc2F)c2ccccc21 | -12% | -7% | 5%
COc1ccc(NC(=S)NCCCN2CCOCC2)cc1 | -1% | 2% | nt
CC(C)NC(=O)C12CC3CC(C1)CC(C(=O)NC(C)C)(C3)C2 | -2% | 17% | 5%
Cc1c(NC(=O)C2CCCN2S(=O)(=O)c2ccc(Cl)cc2)c(=O)n(-c2ccccc2)n1C (stereo not given) | -8% | -6% | 2%
COc1ccc(N2C(=S)N(C(=O)c3ccccc3)C(=Nc3ccccc3)C2=Nc2ccccc2)cc1 | ? | 18µM* | nt
CCCOc1ccc(NC(=O)CC2C(=O)N(c3ccc(F)cc3)C(=O)N2CC(C)C)cc1 (stereo not given) | ? | ? | 3%
C=CCN1C(=O)C(O)(CC(=O)c2ccc(Cl)cc2)c2ccccc21 (stereo not given) | 18µM* | ? | 9%
COc1cccc(C(=O)COC(=O)CCCC(=O)NC2CCCCC2)c1 | 0% | -10% | 1%
O=C(c1nc[nH]c1C(=O)N1CCc2ccccc2C1)N1CCc2ccccc2C1 | ? | ? | 1%
CCCCCOc1ccccc1C(=O)NCC(=O)O | -3% | -22% | 2%
COc1ccc(NC(=O)/C=C/c2ccccc2)cn1 | 6% | -17% | 4%

Brought forward from above: 2 compounds, followed by the next part.
SMILES | DT40 TDP1 CPT | TDP1 cell noCPT | TDP1 block
CCCCCOc1ccccc1C(=O)NCC(=O)O | -3% | -22% | 2%
COc1ccc(NC(=O)/C=C/c2ccccc2)cn1 | 6% | -17% | 4%
Cc1ccc(C(=O)NCC(=O)OC(C)C(=O)Nc2ccc(N(C)C)cc2)s1 (stereo not given) | -4% | ? | 5%
O=C(O)CCCN1C(=O)C2C3CCC(C3)C2C1=O (stereo not given) | ? | 1% | nt
CCS(=O)(=O)c1ccc(O)c(NC(=O)Nc2cccc3ccccc23)c1 | 22% | 7% | 1%
NS(=O)(=O)c1ccc(-c2ccc(C=O)o2)cc1 | 20% | -20% | 2%
O=C(CCCSc1ccc(Cl)cc1)Nc1cc(S(=O)(=O)N2CCOCC2)ccc1O | 18µM* | 23µM* | 4%
O=C(NCC(F)(F)F)Nc1ncccn1 | 7% | 0% | 0%
COc1ccc(S(=O)(=O)N2CCOC23CCN(S(=O)(=O)c2ccccc2)CC3)cc1 | ? | ? | -3%
O=C(Nc1cccnc1)c1ccc2nc(-c3ccccc3)c(-c3ccccc3)nc2c1 | 23µM* | 15µM* | 3%
CC(=O)c1cc2c(cc1N/C(=N/S(=O)(=O)c1ccc(C)cc1)c1ccc(F)cc1)OCO2 | -29% | -27% | -8%
COc1cccc(-c2cccc(NC(=O)C3CCN(Cc4ccon4)CC3)c2)c1 | -1% | 2% | 3%
CC(C)c1nnc(NC(=O)CCC(=O)NC2CCCCCCC2)s1 | 1% | 6% | 0%
NC[C@H]1O[C@H](O[C@H]2[C@H](O)[C@@H](O[C@H]3O[C@H](CO)[C@@H](O)[C@H](N)[C@H]3O)[C@H](N)C[C@@H]2N)[C@H](N)C[C@@H]1O | -6%[21.1 µM] | -15%[21.1 µM] | 5%
CC(=O)C(Cc1cnc(Cl)s1)(Cc1cnc(Cl)s1)C(C)=O | -4% | -20% | 3%
Cn1cnnc1SCC(=O)Nc1ccc(Cl)cn1 | 19% | -4% | -11%
CN(CC(=O)O/N=C(\N)c1ccccn1)S(=O)(=O)c1cc(Cl)ccc1Cl | -22% | -8% | 3%
COc1ccc(OC)c(C2CC(=O)c3c([nH]c(C(=O)OCC4CCCO4)c3C)C2)c1 (stereo not given) | 5.8µM* | 5.2µM* | 5%
COc1ccccc1NC(=O)CCCc1nc(-c2ccc(OC)c(OC)c2)no1 | ? | -30% | -5%
O=C(OC1CCOC1=O)c1cc(Cl)ccc1[N+](=O)[O-] (stereo not given) | 1% | 5% | nt
COC/C=C/C1=CC2=CC(=O)C(C)(OC(=O)c3cnc4ccccc4n3)C(=O)C2=CN1CC1CC1 (stereo not given) | -21% | ? | 13%[12.3 µM]
O/N=C(/CN(O)/C=C1/C=CC=N1)c1cccs1 | 4% | -1% | -2%

Sorted by count of non-hydrogen atoms (ascending): part of the list above
SMILES | DT40 TDP1 CPT | TDP1 cell noCPT | TDP1 block
O=C(O)CCCN1C(=O)C2C3CCC(C3)C2C1=O (stereo not given) | ? | 1% | nt
Cc1ccc(C(=O)NCC(=O)OC(C)C(=O)Nc2ccc(N(C)C)cc2)s1 (stereo not given) | -4% | ? | 5%
COc1ccccc1NC(=O)CCCc1nc(-c2ccc(OC)c(OC)c2)no1 | ? | -30% | -5%
COc1ccc(OC)c(C2CC(=O)c3c([nH]c(C(=O)OCC4CCCO4)c3C)C2)c1 (stereo not given) | 5.8µM* | 5.2µM* | 5%
CC(=O)c1cc2c(cc1N/C(=N/S(=O)(=O)c1ccc(C)cc1)c1ccc(F)cc1)OCO2 | -29% | -27% | -8%

A few values from above.
CCS(=O)(=O)c1ccc(O)c(NC(=O)Nc2cccc3ccccc23)c1 in DT40 TDP1 CPT shows 22%
Cn1cnnc1SCC(=O)Nc1ccc(Cl)cn1 in DT40 TDP1 CPT shows 19%
NC[C@H]1O[C@H](O[C@H]2[C@H](O)[C@@H](O[C@H]3O[C@H](CO)[C@@H](O)[C@H](N)[C@H]3O)[C@H](N)C[C@@H]2N)[C@H](N)C[C@@H]1O in TDP1 block shows 5%

Remaining list, next part:
SMILES | DT40 TDP1 CPT | TDP1 cell noCPT | TDP1 block
O=C1NC2(CCCCC2)C(=O)N1CCN1C(=O)c2ccccc2C1=O | 4% | 2% | 8%
O=C(CCS(=O)(=O)c1ccc(Cl)cc1)Nc1nnc(-c2ccco2)o1 | 9.2µM* | ? | nt
O=C1C=CC(=O)C(CNc2ccc(C(=O)OCc3ccccc3)cc2)=C1 | 5.8µM* | 4.1µM* | nt
Cc1ccc(S(=O)(=O)N2CCCc3cc(NS(=O)(=O)c4cccc(Cl)c4)ccc32)cc1 | 21µM* | 21µM* | 4%
CC1=C(C(=O)N2CCCCCC2)C2(CCC(C)CC2)OC1=O (stereo not given) | -13% | -2% | 0%
CC(C)c1ccc(OC(=O)c2ccc3c(=O)n4c(nc3c2)CCC4)cc1 | ? | ? | nt
Cc1ccc(C)c(CSc2cn(CCNC(=O)c3cccs3)c3ccccc23)c1 | ? | 23µM* | 3%
CN(C)CCC(C(=O)c1ccccc1)c1cccnc1 (stereo not given) | -16% | -25% | nt
CCCCCCCC/C=C\CCCCCCCC(=O)N[C@@H](CO)Cc1ccc(O)cc1 | 12µM* | 11µM* | 11%
CN(C)c1ccc(C=C2C(=O)OC(C)(C(C)(C)C)OC2=O)cc1 (stereo not given) | -2% | -2% | 6%
CC(C)(C)c1ccccc1OCCN1CCCC1 | -1% | -18% | -7%
CCOC(=O)C1=C(Nc2ccc(OC)cc2)C(N)=NC1=N | 3.7µM* | 1.3µM* | nt
COc1ccc(Cl)cc1N(CC(=O)NC(C(C)C)C(C)C)S(C)(=O)=O | -1% | ? | 0%
CSCCC(NC(=O)COc1ccccc1)C(=O)Nc1ccc(C)cc1 (stereo not given) | 1% | -28% | 0%
O=C1OCC2=C1C(c1ccccc1)CC(=O)N2c1ccccc1 (stereo not given) | 1% | 4% | 1%
O=C(c1ccco1)N1CCN(C(=O)C2Cc3ccccc3CN2S(=O)(=O)c2ccc(F)cc2)CC1 (stereo not given) | -21% | -19% | 2%
COc1ccc(Cc2nnc(NC(=O)c3ccccc3)s2)cc1OC | 4% | -5% | 5%
Cc1ccc(S(=O)(=O)Nc2ccccc2CNc2c(C)n(C)n(-c3ccccc3)c2=O)cc1 | 0% | 1% | 6%
CC(C)[C@@H]1NC(=O)c2cc([N+](=O)[O-])cc(I)c2OCC[C@@H](C(N)=O)NC(=O)[C@H](CCC(=O)O)NC1=O | 11% | -1% | -3%
O=C(Nc1ccccc1C(=O)N1CCCCCC1)c1ccc(F)cc1 | -3% | 9% | 2%

Later entries.
SMILES | DT40 TDP1 CPT | TDP1 cell noCPT | TDP1 block
CCn1ccnc1C(O)c1ccc(N(C)C)cc1 (stereo not given) | -2% | -9% | -1%
COc1ccc(-c2nc(CS(=O)CC(=O)NC3CCCc4ccccc43)c(C)o2)cc1OC (stereo not given) | ? | ? | 5%
COc1ccc(CCNC(=O)c2cc(C(=O)c3cc(C)ccc3O)cn(CCc3ccc(OC)cc3)c2=O)cc1 | ? | ? | 7%
CCN(CCCNC(=O)Cn1ncc2c3ccccc3n(C)c2c1=O)c1cccc(C)c1 | ? | ? | 5%
CO/N=C/c1ccc(Sc2ccccc2N)c([N+](=O)[O-])c1 | -23% | -14% | 12%
CC(C)CCNc1cc(=O)n(C)c(=O)n1C | 3% | 3% | 2%

Complete entries as entered above. Screens in order: DT40 TDP1 CPT, TDP1 cell noCPT, TDP1 block
CCOC(=O)CN1C(=O)N[C@@H](c2ccco2)C(C(=O)OC)=C1C as listed: 3%, 8%, 9%[12.3 µM]
COc1ccc(Cl)cc1N(CC(=O)NC(C(C)C)C(C)C)S(C)(=O)=O as listed: -1%, ?, 0%
